mcGAS MS inh – blocks mouse cGAS cGAMP production | Q8C6L5 | recombinant mouse cGAS, cGAMP by RapidFire MS | inhibition, % at 12.5 µM | 0.18% of 130,000 active;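 active means inhibition of cGAS enzyme activity at or above 60%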;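 further: enzyme stimulated by 45 bp dsDNA with ATP and GTP substrates; cGAMP share of summed cGAMP plus half ATP and half GTP signals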
Target sequence (Q8C6L5 whole entry, looked up): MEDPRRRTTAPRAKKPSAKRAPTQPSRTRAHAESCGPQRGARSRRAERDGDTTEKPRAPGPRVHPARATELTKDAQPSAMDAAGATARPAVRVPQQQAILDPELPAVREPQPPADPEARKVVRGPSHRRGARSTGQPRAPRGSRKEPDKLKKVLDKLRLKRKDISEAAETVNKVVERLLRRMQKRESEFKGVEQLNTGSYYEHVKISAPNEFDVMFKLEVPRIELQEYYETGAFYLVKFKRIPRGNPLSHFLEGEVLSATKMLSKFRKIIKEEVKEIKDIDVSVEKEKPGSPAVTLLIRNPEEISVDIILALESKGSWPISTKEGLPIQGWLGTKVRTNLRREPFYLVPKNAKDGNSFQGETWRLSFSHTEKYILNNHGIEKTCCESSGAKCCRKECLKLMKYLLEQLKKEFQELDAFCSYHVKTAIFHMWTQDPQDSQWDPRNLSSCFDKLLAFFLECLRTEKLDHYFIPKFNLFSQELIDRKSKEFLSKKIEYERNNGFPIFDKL
Active calls of the source: *; & = joins results of further samples. These rows are one share of the data; rates above refer to the full screens.

SMILES	mcGAS MS inh
CCCC(C)NC(=O)c1cc(S(=O)(=O)NC)ccc1Br (centres undefined)	-10
CCOC(=O)C1(O)CCN(C(=O)Cc2cn(C)c3ccccc23)CC1	-11
Cc1nn(C)c(C)c1NC(=O)c1cc(-c2ccc(Br)cc2)n[nH]1	2
O=C(NCCCn1nc(-c2ccccc2)ccc1=O)Nc1ccc(OC(F)(F)F)cc1	6
COC(=O)c1ccc(CN(Cc2ccccc2)Cc2cccn2C)o1	-7
CN(C)c1cc[n+](Cc2c(Cl)cccc2Cl)cc1	-14
CCc1ccccc1NC(=O)Cc1csc(N2CCCC2=O)n1	-5
O=[N+]([O-])c1cc(S(=O)(=O)CS(=O)(=O)c2ccc(Cl)c([N+](=O)[O-])c2)ccc1Cl	22
CC1(C(=O)NS(=O)(=O)c2ccc(Cl)cc2)CCN1C(=O)CC(c1ccccc1)c1ccccc1 (centres undefined)	-10
Fc1cc(F)c2nc(NCCCn3ccnc3)sc2c1	-5
Cn1ccc2c(-c3ncccc3C(=O)N3CCCCC3)ccnc21	-10
Cc1ccc(-c2ccnc(NCCNC(=O)c3ccncc3)n2)c(C)n1	-16
O=C(Cn1ccnc1)N1CCCCCC1CC(O)c1ccccc1 (centres undefined)	-7
Clc1ccc(C2=Nc3nnnn3C(c3ccco3)C2)cc1 (centres undefined)	-7
COc1cc2c(cc1-c1nccn1CCc1cccc(F)c1)OCO2	-24
O=C(CC1CCCC1)N1CCN(C(=O)c2ccc[nH]c2=O)CC1	-4
C=CCNc1ccccc1C(=O)N1CCCC1c1nc(C(C)C)no1 (centres undefined)	-22
Cc1nc2ccc(C(=O)N3[C@@H]4CC[C@H]3CNC(=O)C4)cc2nc1C	-7
CN1CCCC2(CCN(C(=O)/C=C/c3cnn(C)c3)C2)C1=O (centres undefined)	-7
Cc1cc(-n2c(C)nc3ccccc3c2=O)ccc1NC(=O)Nc1cccs1	-8
COc1ccc(N2CCC(NC(=O)/C=C/c3ccco3)CC2)cc1	-19
CC(NC(=O)c1ccc(=O)n(C)c1)c1nc(C(C)(C)C)cs1 (centres undefined)	3
Cc1cc(C(F)(F)F)nc(CCNS(=O)(=O)NCc2ccccc2)n1	-21
Cc1c(NC(=O)[C@@H](C)NC(=O)OC(C)(C)C)cccc1OC(F)F	-28
COc1ccc(Nc2nc(N)c([N+](=O)[O-])c(NCC3CCCO3)n2)cc1 (centres undefined)	-12

5 records drawn at random from the list so far:
SMILES	mcGAS MS inh
COc1ccc(N2CCC(NC(=O)/C=C/c3ccco3)CC2)cc1	-19
CC1(C(=O)NS(=O)(=O)c2ccc(Cl)cc2)CCN1C(=O)CC(c1ccccc1)c1ccccc1 (centres undefined)	-10
Fc1cc(F)c2nc(NCCCn3ccnc3)sc2c1	-5
O=C(CC1CCCC1)N1CCN(C(=O)c2ccc[nH]c2=O)CC1	-4
Cc1nn(C)c(C)c1NC(=O)c1cc(-c2ccc(Br)cc2)n[nH]1	2

Going on with the list:
SMILES	mcGAS MS inh
Cc1noc(C)c1C(=O)NCCC12CC3CC(CC(C3)C1)C2	-38
O=C1OC(Nc2ccccn2)c2ccccc21 (centres undefined)	1
Cn1c(-c2cccs2)nn(CCNC(=O)c2ccccc2SC(F)F)c1=O	4
COCC1(C(=O)NCc2cnc(SC)n2C)CCC1	-7
O=C(NC(C1CC1)C1CC1)c1cc(Cl)c2c(c1)OCO2	1
CC(C)c1cc(C2CCN(Cc3nccn3C)CC2)[nH]n1	-2
CN1CCc2[nH]nc(C(=O)NCc3ccccc3-n3cncn3)c2C1	-7
CCOC(=O)C1(C)CCCCN1C(=O)c1cc(C)n(C(C)(C)C)n1 (centres undefined)	-10
CCN(Cc1nccn1C)C(=O)c1ccc(N2CCN3CCCC3C2)nc1 (centres undefined)	-5
Cc1cccc(N2CCN(C(=O)c3n[nH]c(C)c3Br)CC2)c1	-1
Cc1cc(C)c(C)c(S(=O)(=O)Nc2ccccc2N2CCN(C)CC2)c1C	10
O=C(CC1CCS(=O)(=O)C1)Nc1cnc(-c2cccc(O)c2)nc1 (centres undefined)	-4
CCOc1cc(-n2ncc(OCC)c(Cl)c2=O)nc(SC)n1	-2
C=Cc1ccc(CN2C(=O)C(C)Oc3ccc(C#N)cc32)cc1 (centres undefined)	1
CN(Cc1ccc(Cl)s1)C(=O)CCNC(=O)Nc1ccccc1	-2
CC(C)N1CCCC(C)(C(=O)Nc2cccc3c2CCCC3)C1 (centres undefined)	-10
FC(F)(F)c1cccc2c(NCc3cccnc3N3CCOCC3)ccnc12	-30
O=S(=O)(NCC1CCN(Cc2ccc3ccccc3n2)C1)C1CC1 (centres undefined)	3
CC(C)=CCN1CCN(CC(=O)N2CCOCC2)CC1	-6
Cn1ccnc1CN(Cc1ccncc1)C[C@@H]1CCC(=O)N1	-27
CC(C)n1ccc(CCNC(=O)c2cc(F)ccc2O)n1	6
Cc1cc(C)cc(NC(C)C(=O)N(C)Cc2ccccc2)c1 (centres undefined)	-2
COCCN1C(=O)N(c2ccc(F)cc2)C(=O)C1CC(=O)NCc1ccccc1 (centres undefined)	-6
CCCCN(Cc1cccnc1)C(=O)c1ccccc1C1CCNC1 (centres undefined)	-2
Cc1cc(C)n(Cc2cc(C(=O)NCCC3CCCCO3)n[nH]2)n1 (centres undefined)	-9

A few values from above.
Under mcGAS MS inh, O=C(CC1CCS(=O)(=O)C1)Nc1cnc(-c2cccc(O)c2)nc1 (centres undefined) is listed with -4
Under mcGAS MS inh, Cn1ccnc1CN(Cc1ccncc1)C[C@@H]1CCC(=O)N1 is listed with -27
Under mcGAS MS inh, COCCN1C(=O)N(c2ccc(F)cc2)C(=O)C1CC(=O)NCc1ccccc1 (centres undefined) is listed with -6

Further compounds follow:
SMILES	mcGAS MS inh
Cc1nc(-c2cccc(NS(=O)(=O)c3ccccc3C(F)(F)F)c2)cs1	8
CCN1CCN(CCCCNS(=O)(=O)c2ccc(F)cc2)CC1	-10
Cc1ccc(C#N)cc1NC(=O)NCCc1cccs1	4
Cc1cccc(-n2nc(SCC(=O)NC(C)(C)C)sc2=S)c1	-27
CCn1c(C2CCCN(C(=O)CC3=CCNCC3)C2)nn(C)c1=O (centres undefined)	-11
CSCCC(C)NC(=O)NCC(C)(O)c1ccc(C)o1 (centres undefined)	-6
O=C1NC2(CCOc3ccccc32)C(=O)N1CCN1C(=O)c2ccccc2C1=O (centres undefined)	-10
Cc1ccc(S(=O)(=O)NC(=O)C(C)NS(=O)(=O)c2c(C)nn(C)c2C)c(C)c1 (centres undefined)	-15
CCOC(=O)c1ccc(Oc2nc(SC)nc(N(C)C)n2)cc1	-2
Cc1cc(C(=O)N(Cc2ccccc2)c2nc3c(F)cc(F)cc3s2)nn1C	-10
COc1ccc(OC)c2sc(N(CCCN3CCOCC3)C(=O)c3cc(C)no3)nc12	-2
O=[N+]([O-])c1cc(S(=O)(=O)NN=C2CCc3ccccc32)ccc1Cl	-4
c1ccc2sc(CSc3ncnc4sccc34)nc2c1	-10
CCn1nc(C)c(CN(CCOC)C(=O)c2cccc3c2OCC3)c1C	-4
Cc1ncc(C(=O)N2CCC(N3CCCC(C(=O)NC4CC4)C3)CC2)cn1 (centres undefined)	-9
Cc1nn(-c2ccc(F)cc2)c(C)c1C(=O)N1CCN2CCNC(=O)C2C1 (centres undefined)	-22
CN(C)C(CNC(=O)NCCCn1nc2n(c1=O)CCCC2)c1cccc(F)c1 (centres undefined)	-3
COc1cccc2sc(N(Cc3ccco3)C(=O)c3cc(C)nn3C)nc12	-8
CCOc1ccccc1-n1c(C)cn2c3c(=O)n(CC(=O)C(C)(C)C)c(=O)n(C)c3nc12	-7
CNC(=S)Nc1cccc([N+](=O)[O-])c1	2
Cc1ccc2c(c1)CCCN2Cc1nnsc1Cl	-1
O=C(CCNc1ccccc1-c1ccccc1)OCc1ccccc1	-7
O=C(NCc1cccnc1-n1cccn1)C1CCCN(Cc2cccnc2)C1 (centres undefined)	0
CN(CC(=O)NC1(c2cccc(Br)c2)CCC1)S(=O)(=O)c1cccs1	0
COc1cc(C)ccc1OCCOc1ccc([N+](=O)[O-])cc1	-5
SMILES	mcGAS MS inh
Cc1cnn(CCC(=O)OC2CCN(c3ccc(Cl)nn3)CC2)c1	-6
Cc1cnc(-c2cc(NCc3ccccn3)nc3[nH]ccc23)nc1N(C)C	-32
O=C1CC2(CCCC2)C(=O)N1CC(=O)N1CCc2ccccc21	-15
O=C(O)COn1nnc2ccc(C(F)(F)F)cc21	-12
CCn1c(CC2CCN(C(=O)c3onc4ccccc34)CC2)nn(C)c1=O	-28
CNC(=O)C1(NCC(=O)NC(C)c2ccc(C)c(C)c2)CCCC1 (centres undefined)	-2
COc1cccc(CNc2ncnc3sc(C(=O)NC4CCOC4)c(C)c23)c1 (centres undefined)	-12
CC(C)CNC(=O)COc1ccc2c(=O)c(-c3ccccc3)coc2c1	2
Cc1cc(/C=C/C(=O)O)c(C)n1-c1ccnn1C(C)C	2
NC(=O)CSc1nnc(Nc2ccccc2C(F)(F)F)s1	-1
COc1ccc(C(N=C(N)SC)c2ccccc2)cc1 (centres undefined)	-6
CSc1ccc(NC(=O)c2cn[nH]n2)cc1Cl	1
O=C(C1CNCCN1C(=O)Cn1cnc2ccsc2c1=O)N1CCCC1 (centres undefined)	3
O=c1/c(=C/c2ccc([N+](=O)[O-])cc2)sc2nc3cc(Br)cnc3n12	85*
Cc1ccsc1CN(C)CCOc1ccc(S(N)(=O)=O)cc1	-2
CN(C)CC/C=C1\c2ccccc2Sc2ccc(Cl)cc21	-4&4&12
O=C(c1nc(-c2cnccn2)no1)N1CCCCCC1	-4
CCCc1ccc(C2=C(C)SC3=NS(=O)(=O)CCN32)cc1	9
COc1cccc(Cn2nccc2NC(=O)COc2cccc(C)c2)c1OC	-9
O=C(CSc1ncccn1)NC1CCCN(c2nc3ccccc3s2)C1 (centres undefined)	-10
Cc1nnc(SCCCNC(=O)CC2COCCN2)s1 (centres undefined)	-13
Cc1ccc(C(=O)NNC(=O)c2c(C)oc(C)c2C)cc1	3
CC(=O)N(C)c1ccc(NC(=O)CN2CCNC(=O)[C@@H]2Cc2ccccc2)cc1	-10
Cc1c(CN(C)Cc2ccc(C3CCCCO3)o2)cnn1C (centres undefined)	6
Cc1ccc(C(NC(=O)c2cnn3c2CCCC3)c2ccncc2)cc1 (centres undefined)	-18

Compounds from the list above containing a cyano group, in the order listed:
SMILES	mcGAS MS inh
C=Cc1ccc(CN2C(=O)C(C)Oc3ccc(C#N)cc32)cc1 (centres undefined)	1
Cc1ccc(C#N)cc1NC(=O)NCCc1cccs1	4

(continued)
SMILES	mcGAS MS inh
CC(C)(C)c1ccc(S(=O)(=O)NC2CCCN(CC(N)=O)C2)cc1 (centres undefined)	-4
Cc1cc(COc2ccccc2)oc1C(=O)N1CCOC(C(F)(F)F)C1 (centres undefined)	-13
Cc1ccn(CC(=O)N2CCN3CCNC(=O)C3C2)n1 (centres undefined)	-12
O=C1c2ccccc2NC(c2ccco2)N1CC(F)(F)F (centres undefined)	2
CN(C)CCNC(=O)c1cc2n(n1)CCCN(C(=O)Nc1ccccc1)C2	-16
C=CCN(C(=O)CCn1nc2ccccn2c1=O)c1ccccc1	-53
CC(C)(C)c1cc(CNC(=O)CCc2nc3ccc(F)cc3[nH]2)[nH]n1	-5
CCN(CC1CCCO1)C(=O)CN(C)C(=O)c1cccs1 (centres undefined)	-1
Cc1c(C(=O)Nc2cccc(S(=O)(=O)N3CCOCC3)c2)sc2nc3n(c(=O)c12)CCC3	-3
CC(=O)N[C@@H](CCC(N)=O)c1nc(CC(C)C)nn1-c1cc(C)ccc1C	-3
CNC(=O)CN(C)Cc1nc(-c2ccc(OC)c3ccccc23)oc1C	-17
CC(OC(=O)C1=COCCO1)C(=O)NC1(C#N)CCCCC1 (centres undefined)	-8
Fc1ccc(C2CC(c3ccccc3)=Nc3ncnn32)cc1 (centres undefined)	44
Cc1ccc(CS(=O)(=O)N2CCNC(C(=O)O)C2)cc1 (centres undefined)	-15
CC(C)(C)c1ccc(CCC(=O)N2CCN(c3ncccn3)CC2)cc1	-5
COCCN(CCOC)C(=O)c1nn(-c2ccccc2C)c(=O)cc1OC	-29
CCCc1cc(=O)n(CC(=O)Nc2c(C)cccc2C)cn1	-5
CCc1cc(C)c(C(=O)O)o1	5
CCn1c(=O)cc(N2CCC3(CC2)OCCO3)[nH]c1=O	-6
CC(C)CN(C(=O)c1ccc(-c2cccs2)[nH]c1=O)C1CCCCC1	-5
CCCCSc1nc2c(cnn2CCO)c(=O)[nH]1	-21
COc1ccc(S(=O)(=O)Oc2cccc(CNCC3CCCO3)c2)cc1 (centres undefined)	-3
O=C(NC1CCC(n2cnnc2)CC1)c1[nH]cnc1-c1ccccc1 (centres undefined)	-16
CC(C)(C)NC(=O)[C@@H]1CN(Cc2cccnc2)CCN1C[C@@H](O)C[C@@H](Cc1ccccc1)C(=O)N[C@H]1c2ccccc2C[C@H]1O	13
CC(C)NC(=O)CN(C)C(=O)c1c(Br)c2ccccc2n1C	-2
SMILES	mcGAS MS inh
CCCCCC(=O)NN=Cc1ccc(N(C)C)cc1	-4
COc1cccc(C2C(=C(O)c3ccc(F)cc3)C(=O)C(=O)N2CCCn2ccnc2)c1OC (centres undefined)	7
CCOc1cccc2cc(C(N)=O)c(=Nc3cccc4ccccc34)oc12	-11
O=C(O)C1Sc2[nH]c(=O)sc2C2c3cc(Cl)cc(Cl)c3OC(=O)C12 (centres undefined)	57
CC1(C(=O)NS(=O)(=O)c2ccccc2Cl)CCN1C(=O)Cc1cccs1 (centres undefined)	-21
CC(C(=O)NCC1(c2ccccc2)CCCC1)N1CCCC1 (centres undefined)	-7
CC(C)N1CCN(C(=O)c2ccccc2N2CCC(NC(=O)c3ccc(F)cc3)CC2)CC1	-4
Cc1cc(C(=O)N(C)Cc2nc3ccccc3c(=O)[nH]2)c(C)n1C1CC1	-1
Cc1cc(C)n2c(C(=O)N(C)C3Cc4ccccc4C3)nnc2n1	-14
COc1cccc(-n2cc(CN(C)C(=O)c3cc(C(C)C)on3)cn2)c1	-40
CC1(C)C2CCC(C(=O)O)(C2)C1O (centres undefined)	-6

Given field by field: part of the list above.
SMILES: CC(C)N1CCN(C(=O)c2ccccc2N2CCC(NC(=O)c3ccc(F)cc3)CC2)CC1
  mcGAS MS inh: -4

SMILES: COC(=O)c1ccc(CN(Cc2ccccc2)Cc2cccn2C)o1
  mcGAS MS inh: -7

SMILES: c1ccc2sc(CSc3ncnc4sccc34)nc2c1
  mcGAS MS inh: -10

SMILES: Cc1ncc(C(=O)N2CCC(N3CCCC(C(=O)NC4CC4)C3)CC2)cn1 (centres undefined)
  mcGAS MS inh: -9
